DDE Tn6 FP inh – disrupts Tn6 cyclic peptide binding to fibrin D-Dimer-E complex. Fibrin DD(E) TRITC-Tn6 fluorescence polarization displacement. inhibition, % at 8.3 µM. 0.21% of 370,000 active. AID 720509;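 active = inhibition above a per-campaign cutoff: mean of compounds within control limits plus 3 SD, cut at about 15% in these data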;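 note: 0% = median of all compound wells on the plate and 100% = blocking peptide control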
proKLK7 act – activators of human kallikrein-7 zymogen | AID 652039 | P49862 | 0.9% of 370,000 active | purified proKLK7, EDANS-DABCYL substrate fluorescence; 100% is mature enzyme control, 0% vehicle | activation, % at 7 µM;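 active = activation above the mean of all tested compounds plus 3 SD, computed per campaign excluding outliers beyond control limits, cut at about 13% in these data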
Target sequence (P49862 whole entry, looked up): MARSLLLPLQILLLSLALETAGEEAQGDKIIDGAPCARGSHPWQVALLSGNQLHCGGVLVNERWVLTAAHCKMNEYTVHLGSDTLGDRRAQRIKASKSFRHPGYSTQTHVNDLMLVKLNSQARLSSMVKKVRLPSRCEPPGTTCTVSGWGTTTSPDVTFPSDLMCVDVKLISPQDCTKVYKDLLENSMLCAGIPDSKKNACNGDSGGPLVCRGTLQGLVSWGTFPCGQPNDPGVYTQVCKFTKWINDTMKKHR
DDE Tn7 FP inh – disrupts Tn7 cyclic peptide binding to fibrin D-Dimer-E complex; P02675; FP displacement of FITC-Tn7 peptide from fibrin DD(E); 0% = median of compound wells per plate; inhibition, % at 8.3 µM; 0.13% of 370,000 active;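 active = inhibition above the mean of compounds falling within the control limits plus 3 SD of them, cut at about 14% in these data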;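 note: 0% = plate median of compound wells and 100% = 10 µM Aha-Tn7 peptide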
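Assay system: Fibrin-DD(E) protein isolated from polymerized human fibrin clots; read-out basis: percent inhibition; medium: Tris/NaCl/CaCl2 buffer, pH 7.8; signal: FP measurement; incubation: 10 min plus 3 h, room temperature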
ARFGAP1 inh – rat ARFGAP1 inhibition. Q62848. Arfgap1-stimulated ARF1 GTP hydrolysis, GDP FP detection. inhibition, % at 16.5 µM. 0.26% of 360,000 active. AID 651572;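 active = inhibition above a per-plate limit, mean inhibition of low control wells plus 3 SD, cut at about 25% in these data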;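 note: 0% = DMSO wells with enzyme and 100% = wells lacking Arfgap1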
Target sequence (Q62848 1-136 limits assumed): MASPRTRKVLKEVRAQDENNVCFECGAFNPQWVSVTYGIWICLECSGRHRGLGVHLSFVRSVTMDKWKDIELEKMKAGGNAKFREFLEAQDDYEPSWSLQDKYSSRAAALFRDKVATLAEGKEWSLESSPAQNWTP
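System: truncated rat Arfgap1 GAP domain / Benchmarks: high control wells lacking Arfgap1, low control full reaction with DMSO / Times: compound-enzyme preincubation 20 min, reaction 120 min, detection 60 min, 25 °C / Repeats: one replicate per compound / Also added: human ARF1(Δ1-17)-GTP substrate / Measured by: Tracer-displacement fluorescence polarization with EDTA stop, 620/688 nm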
ADAM10 inh – inhibitors of human ADAM10; O14672; inhibition, % at 7 µM; recombinant ADAM10, EDANS/DABCYL FRET peptide cleavage, 3 h; 0.62% of 370,000 active;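 active = inhibition above a per-campaign cutoff equal to the mean of compounds falling between control-based bounds plus 3 SD, cut at about 20% in these data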;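 note: 0% = DMSO wells while the 100% control is not disclosed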
PLCg1 inh – PLC-gamma1 (human) inhibition, primary screen; purified PLC-gamma1, fluorogenic substrate, fluorescence; 0.84% of 370,000 active; P19174; AID 720700; inhibition, % at 12.2 µM; in the data active = inhibition above about 9.5%
TDP2 inh – blocks human TDP2 phosphodiesterase activity; O95551; recombinant TDP2, T5PNP hydrolysis, p-nitrophenol absorbance 415 nm; inhibition, % at 12.8 µM; 0.34% of 370,000 active; AID 720702;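 active = inhibition above the mean of all tested compounds plus 3 SD, set per campaign, cut at about 25% in these data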;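 note: 0% = DMSO with enzyme and 100% = buffer with substrate but no TDP2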
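Assay system: Recombinant human TDP2 | Quantity: 120 nM TDP2 per well | Incubation: 2 h at 37 °C | Signal: Epi absorbance | Evaluation: Percent inhibition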
ASAP1 GAP inh – ASAP1 ArfGAP inhibition | Q9ULH1 | inhibition, % at 16.5 µM | AID 624377 | ASAP1-stimulated ARF1 GTP hydrolysis, GDP FP detection | 0.19% of 360,000 active; in the data active = inhibition above about 25%;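 note: 0% = vehicle with enzyme and substrate and 100% = no enzyme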
ADAM17 inh – ADAM17 inhibition, QFRET primary screen; P78536; recombinant ADAM17, EDANS/DABCYL FRET peptide cleavage; inhibition, % at 6.95 µM; 0.83% of 370,000 active;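 active = inhibition above the mean of compounds lying between control limits plus 3 SD, set per campaign, cut at about 8.5% in these data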;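 note: 0% = DMSO-only wells as the low control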
Target sequence (P78536 215-824 limits assumed): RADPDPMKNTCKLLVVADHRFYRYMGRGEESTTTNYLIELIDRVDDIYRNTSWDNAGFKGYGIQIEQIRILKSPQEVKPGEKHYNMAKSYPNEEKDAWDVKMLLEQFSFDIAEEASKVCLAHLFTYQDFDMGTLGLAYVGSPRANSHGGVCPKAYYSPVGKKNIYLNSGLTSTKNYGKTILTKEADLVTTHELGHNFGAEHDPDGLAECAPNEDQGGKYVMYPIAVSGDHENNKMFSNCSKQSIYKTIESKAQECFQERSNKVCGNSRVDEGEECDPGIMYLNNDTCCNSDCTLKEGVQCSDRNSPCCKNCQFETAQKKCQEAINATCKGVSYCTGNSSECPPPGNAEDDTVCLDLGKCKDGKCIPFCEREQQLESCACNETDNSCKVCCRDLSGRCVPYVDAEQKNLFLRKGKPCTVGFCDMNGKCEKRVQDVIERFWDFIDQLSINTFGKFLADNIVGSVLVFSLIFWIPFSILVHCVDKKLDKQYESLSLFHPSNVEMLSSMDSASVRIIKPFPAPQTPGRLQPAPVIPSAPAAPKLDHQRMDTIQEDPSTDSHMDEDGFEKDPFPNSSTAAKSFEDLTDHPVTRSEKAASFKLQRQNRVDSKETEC
LEDGF integ inh – blocks HIV-1 LEDGF/p75-dependent DNA integration; TR-FRET IN-LEDGF/p75 DNA integration, Eu/Cy5; inhibition, % at 3.7 µM; 0.64% of 370,000 active;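 active = inhibition above the screen-wide mean plus 3 SD, cut at about 13% in these data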;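 note: signal is the Cy5 over europium emission ratio at 671 and 618 nm; 0% = plate median of compound wells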
* hit, by the source's call; i = inactive; x = no result given.

SMILES	DDE Tn6 FP inh	proKLK7 act	DDE Tn7 FP inh	ARFGAP1 inh	ADAM10 inh	PLCg1 inh	TDP2 inh	ASAP1 GAP inh	ADAM17 inh	LEDGF integ inh
O=S1(=O)C[C@H](N2CCC(Cc3ccccc3)CC2)[C@@H](COCc2ccccc2)N1	-4	0.3	-6	12	6	-2	1	13	2	2
S=c1[nH]nc(-c2cc(-c3ccco3)[nH]n2)n1-c1cccc2ccccc12	-4	-0.5	3	-4	16	1	3	-3	0	3
CCC(C)(C)NC(=O)c1ccc2c(c1)N(CC(=O)NC1CCCC1)C(=O)C(C)(C)O2	12	-0.1	1	2	-3	1	-5	-6	2	3
CC(C)(C)C(=O)NC(NC(=S)Nc1ccc(S(N)(=O)=O)cc1)C(Cl)(Cl)Cl (configuration not stated)	6	0.4	-1	5	7	-1	7	0	0	-2
CN1CCC(NC(=O)c2cc(-c3cccc(Br)c3)nc3ccccc23)CC1	5	0.1	-3	4	-12	1	6	9	1	-1
CC(=O)Nc1ccc(N/C=C/C(=O)c2ccc(Cl)cc2)cc1	-3	-0.1	-4	11	1	-11	-8	-2	-1	2
COc1ccc(CCNC(=S)Nc2cccc3ccccc23)cc1	2	-1.0	0	5	-2	-1	6	-13	-1	2
Cc1ccccc1C(=O)OCCN1CCOCC1	7	0.6	-6	8	3	2	-2	10	1	1
COc1ccc(S(=O)(=O)N(C)C[C@@H]2Oc3ccc(NS(C)(=O)=O)cc3C(=O)N([C@@H](C)CO)C[C@H]2C)cc1	-1	-0.1	-6	11	1	3	1	1	3	2
CC(C)NC(=O)C(Cc1ccccc1)N1C(=O)c2ccccc2C1=O (configuration not stated)	1	0.5	-4	-1	2	1	-23	-2	0	2

An excerpt from further up:
SMILES	DDE Tn6 FP inh	proKLK7 act	DDE Tn7 FP inh	ARFGAP1 inh	ADAM10 inh	PLCg1 inh	TDP2 inh	ASAP1 GAP inh	ADAM17 inh	LEDGF integ inh
CC(=O)Nc1ccc(N/C=C/C(=O)c2ccc(Cl)cc2)cc1	-3	-0.1	-4	11	1	-11	-8	-2	-1	2
COc1ccc(CCNC(=S)Nc2cccc3ccccc23)cc1	2	-1.0	0	5	-2	-1	6	-13	-1	2
Cc1ccccc1C(=O)OCCN1CCOCC1	7	0.6	-6	8	3	2	-2	10	1	1
COc1ccc(S(=O)(=O)N(C)C[C@@H]2Oc3ccc(NS(C)(=O)=O)cc3C(=O)N([C@@H](C)CO)C[C@H]2C)cc1	-1	-0.1	-6	11	1	3	1	1	3	2
CC(C)NC(=O)C(Cc1ccccc1)N1C(=O)c2ccccc2C1=O (configuration not stated)	1	0.5	-4	-1	2	1	-23	-2	0	2

(further entries)
SMILES	DDE Tn6 FP inh	proKLK7 act	DDE Tn7 FP inh	ARFGAP1 inh	ADAM10 inh	PLCg1 inh	TDP2 inh	ASAP1 GAP inh	ADAM17 inh	LEDGF integ inh
COc1ccc(NS(=O)(=O)c2cccc(C(=O)NCc3ccccc3CN3CCOCC3)c2)cc1	-4	0.1	-2	-5	-4	3	1	4	2	-4
COc1ccc(S(=O)(=O)NNC(=O)c2ccc(-n3c(C)ccc3C)cc2)cc1	-3	0.6	-3	-9	-10	-3	5	-2	-2	-2
CCCCc1ccc(NC(=S)NCCO)cc1	3	0.0	4	-4	2	0	4	5	-2	-1
CC(Sc1nc2c(c(=O)[nH]1)CCCC2)C(=O)Nc1ccc(S(N)(=O)=O)cc1 (configuration not stated)	6	0.3	2	-16	1	0	-1	-5	-4	-3
COc1ccc(/C=N/NC(=O)C(=O)NCC2CCCO2)cc1 (configuration not stated)	0	-0.3	4	2	-5	-6	-6	0	-1	1
CCOc1ccc(Nc2nc(N)c([N+](=O)[O-])c(N3CCN(C)CC3)n2)cc1	1	-0.2	-3	-2	-1	2	0	1	2	1
O=S(=O)(NCC(O)c1ccccc1)c1ccc(-c2ccccn2)s1 (configuration not stated)	6	0.0	1	0	-4	0	1	-3	-4	1
Nc1c(-c2ccccc2)cnc2c(-c3ccccc3)cnn12	5	2.5	-7	0	-66	-112	1	8	-14	2
C/C(=N\NC(=O)c1cc(-c2cccc(OC(C)C)c2)nc2ccccc12)c1cccnc1	-3	-4.4	5	2	-7	-20	-1	8	-3	-6
Cn1c(=S)n(C)c2ccccc21	-2	-0.3	0	4	12	4	-4	6	-1	5
O=C(/C=C/c1cccc([N+](=O)[O-])c1)NCCSCc1ccco1	-2	-0.1	-8	3	2	2	-3	-12	0	4
Cc1cc(C(=O)COC(=O)C2=COCCO2)c(C)n1-c1ccccc1	-3	0.2	2	1	-7	0	-3	6	-8	4
COc1cc(NC(=O)[C@H]2O[C@@H](n3ccc(N)nc3=O)[C@H](O)[C@@H]2O)cc(OC)c1OC	4	-0.1	5	-5	-7	0	0	1	-8	-2
Cc1ccc2nc(C(Cl)(Cl)Cl)nc(N/N=C/c3ccncc3)c2c1	4	0.2	1	-2	1	2	7	10	-1	4
COc1cc(C2c3c(oc4c(C)cc(C)cc4c3=O)C(=O)N2Cc2cccnc2)ccc1O (configuration not stated)	-8	-0.1	3	-4	8	-5	1	13	-2	0
NS(=O)(=O)c1ccc(CCNC(=O)c2cccc(OC(F)F)c2)cc1	6	-0.2	3	0	-1	3	-1	-4	-1	0
O=C(NCCc1ccc(C(F)(F)F)cc1)c1ccc2c(c1)OCO2	-1	0.5	4	3	-9	0	2	12	0	-1
CCOc1ccc(S(=O)(=O)N(CC)CC(=O)N2CCOCC2)cc1C	-13	-0.1	5	-5	-3	1	-6	7	-5	-3
O=C(c1ccccc1F)N1CCC2CC1c1cc(-c3ccc4c(c3)OCO4)ccc12 (configuration not stated)	-3	-0.2	6	2	-2	3	8	3	3	-2
O=C(COc1cccnc1[N+](=O)[O-])Nc1c(Cl)cccc1Cl	4	0.5	4	0	-14	0	3	-3	-5	-3
Cc1ccc(NC(=S)N2CCN(C(=O)C3CCCO3)CC2)c(C)c1 (configuration not stated)	-5	-0.1	6	-6	-5	4	-3	-1	-6	3
CC(=O)N1CCc2cc(S(=O)(=O)NCCN3CCC(C)CC3)ccc21	1	0.3	1	10	-13	0	0	10	5	0
COc1ccc(NC(=O)c2cccnc2)c([N+](=O)[O-])c1	-7	0.0	0	7	14	3	5	-2	-1	1
O=C(NCc1cccnc1)c1cccc(-c2cc3ccccc3oc2=O)c1	-7	-0.2	-1	7	-254	-43	-1	9	-75	5
O=C(N1CCOCC1)N1[C@H](COCc2ccccc2)C=CS1(=O)=O	-6	-0.5	0	13	-25	1	-9	-8	-1	0
Cc1cc(=O)n2c(n1)NC(=NCc1ccccc1)NC2c1ccccc1 (configuration not stated)	2	-0.1	-3	3	-6	-3	-9	8	-1	3
CS(=O)(=O)N1CCCC(C(=O)NCCc2ccc(Cl)cc2)C1 (configuration not stated)	3	-0.5	3	0	0	0	-11	6	1	2
COC(=O)C1=C(C)N(CCc2ccccc2)C(=O)C1	-3	0.6	-2	4	-4	-2	7	12	-3	0
COc1ccccc1NC(=O)CCn1c(=S)oc2ccccc21	8	0.1	5	6	-2	3	5	2	1	-2
c1ccc2c(c1)NCCS2	-8	0.2	-7	1	-5	-30	-2	1	-2	-11
COc1ccc(CCNC(=O)COc2cccc(-n3cnnn3)c2)cc1	0	-0.5	-1	1	4	4	0	-2	5	0
O=C1c2cnc3ncnn3c2CC2c3ccccc3CCN12 (configuration not stated)	4	101*	1	-3	i	-48	1	13	-197	9
Nc1ccc(C(=O)O)cc1S(=O)(=O)O	9	-0.1	2	15	-1	-2	5	0	-6	-2
Cc1c(Cl)cccc1-n1cnc(=O)c2ccccc21	-5	-0.3	6	-6	-4	0	-2	7	-4	-3
CN(C)CCCNc1c2c(nc3cc(-c4cccc(F)c4)nn13)CCC2	-8	2.6	-1	17	-37	-24	15	2	-12	-2
Nc1nnc(SCc2coc(-c3ccc(Cl)cc3)n2)s1	6	0.1	7	-2	8	-1	10	2	-4	0
O=C(Nc1ccccc1C(=O)N1CCCCCC1)c1ccc(F)cc1	-3	-0.2	-1	7	-8	2	-7	8	1	-1
C=C(C)Cn1c(SCC(=O)NN=Cc2c(O)ccc3ccccc23)nnc1-c1ccc(Br)cc1	-5	-19	-2	x	-12	-5	7	x	-5	-3
Cc1cccc(CSC2=NCCN2C(=O)C2CC2)c1	4	0.4	2	10	1	1	-2	9	-3	2
CC1=C(C(=O)OCC(C)C)C(c2cc3c(cc2Br)OCO3)NC(=O)N1C (configuration not stated)	-12	0.3	0	-5	-2	1	5	3	-6	2
Fc1ccc(OCc2nnc(-c3ccccc3Br)o2)c(Cl)c1	10	0.4	0	5	2	-1	-14	12	0	-2
COc1ccccc1Cn1c(=S)[nH]c2cc(C(=O)NCCN(C)C)ccc2c1=O	0	-0.3	8	-5	-6	-2	8	-1	-6	-6
CCOC(=O)CN1C(=O)S/C(=C/c2ccc(OCc3ccc(C(=O)O)cc3)cc2)C1=O	-3	0.1	7	-5	8	5	-11	2	-2	-1
CCOC(=O)c1c(-c2ccc(OC)cc2)csc1NC(=O)CSc1ccccc1	-7	-0.3	3	4	1	-3	0	3	0	-1
COc1ccc(-n2ncc3c2CC(C)(C)CC3NC(=O)c2ccnn2C)cc1 (configuration not stated)	5	0.2	-11	1	5	0	-13	1	1	-2
O=c1c2ccccc2ncn1Cc1nc2ccccc2s1	0	-0.4	2	-3	-4	0	5	-8	-3	0
Cc1ccc2nsnc2c1NC(=O)CCc1ccccc1	-1	-0.6	0	5	-12	-54	3	-18	-4	-2
CCOC(=O)Cc1csc(NC(=S)NC(=O)c2cc(OC)c(OC)c(OC)c2)n1	2	0.3	10	6	-1	-2	-2	3	-6	-1
Cn1nc(C(F)(F)F)c(C(=O)Nc2ccc(F)cc2)c1Cl	8	0.1	1	-10	-2	0	8	2	-2	-2
COc1ccc2c(c1)c(C(=O)CN1CCC(C(N)=O)CC1)c(C)n2C	-3	0.2	-1	2	6	0	3	-4	-2	2

Following part.
SMILES	DDE Tn6 FP inh	proKLK7 act	DDE Tn7 FP inh	ARFGAP1 inh	ADAM10 inh	PLCg1 inh	TDP2 inh	ASAP1 GAP inh	ADAM17 inh	LEDGF integ inh
CC1(C)C2CC=C(/C=N/n3cnnc3)C1C2 (configuration not stated)	-4	0.1	-11	-6	1	0	4	1	-3	-2
O=C(ON=C1CCN(S(=O)(=O)c2ccccc2)CC1)c1ccccc1	-1	0.1	5	0	8	5	-14	-2	-5	1
CCn1ccc(C(=O)Nc2ccccc2SC)n1	2	-0.2	6	-1	4	-3	0	-4	-2	-6
CC(C)CN(C(=O)COC(=O)c1cncc(Br)c1)c1c(N)n(Cc2ccccc2)c(=O)[nH]c1=O	0	-0.5	5	-11	-21	2	-2	-2	-10	-2
CCC(C)(C)n1c(=O)[nH]c2c(c1=O)CCC2	-3	1.0	-9	-7	1	1	5	6	-1	1
